HePTP inh – inhibitors of human HePTP phosphatase, primary screen, biochemical, absorbance, leukemia target; AID 521, 2006; Tyrosine-protein phosphatase non-receptor type 7 (Homo sapiens), P35236; recombinant HePTP phosphatase activity, OD absorbance; 110,000 tested, 0.64% active; inhibition, % at 20 µM; in the data active = inhibition above about 50%;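 also: plate controls were vehicle for no effect and reference inhibitor for full effect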
Target sequence (P35236 whole entry, looked up): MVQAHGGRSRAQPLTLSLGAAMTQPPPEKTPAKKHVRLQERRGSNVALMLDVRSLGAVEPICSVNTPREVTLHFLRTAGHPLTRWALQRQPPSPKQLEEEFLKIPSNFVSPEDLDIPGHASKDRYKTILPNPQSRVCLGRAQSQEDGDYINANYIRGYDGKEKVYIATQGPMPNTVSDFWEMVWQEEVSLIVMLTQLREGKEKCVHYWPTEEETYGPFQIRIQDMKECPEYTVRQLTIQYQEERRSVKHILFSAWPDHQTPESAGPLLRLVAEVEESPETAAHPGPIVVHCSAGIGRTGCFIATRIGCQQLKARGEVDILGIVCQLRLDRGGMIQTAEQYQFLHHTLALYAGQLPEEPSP
BAP1 block – inhibitors of BAP1 deubiquitinase, primary screen, biochemical, Ub-AMC fluorescence, kinetic. Ubiquitin carboxyl-terminal hydrolase BAP1 (Homo sapiens), Q92560. recombinant BAP1, Ub-AMC hydrolysis fluorescence kinetic; stronger effect = lower value. activity remaining (% of control), % at 20 µM. 72,000 tested, 0.48% active. AID 436, 2006;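 active = activity remaining at or below 50% of control, provided the compound also passes the data quality filters; inactive = the rest, including low values that fail the filters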;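 also: 100% = DMSO wells rate and 0% = substrate alone blank rate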
Target sequence (Q92560 whole entry, looked up): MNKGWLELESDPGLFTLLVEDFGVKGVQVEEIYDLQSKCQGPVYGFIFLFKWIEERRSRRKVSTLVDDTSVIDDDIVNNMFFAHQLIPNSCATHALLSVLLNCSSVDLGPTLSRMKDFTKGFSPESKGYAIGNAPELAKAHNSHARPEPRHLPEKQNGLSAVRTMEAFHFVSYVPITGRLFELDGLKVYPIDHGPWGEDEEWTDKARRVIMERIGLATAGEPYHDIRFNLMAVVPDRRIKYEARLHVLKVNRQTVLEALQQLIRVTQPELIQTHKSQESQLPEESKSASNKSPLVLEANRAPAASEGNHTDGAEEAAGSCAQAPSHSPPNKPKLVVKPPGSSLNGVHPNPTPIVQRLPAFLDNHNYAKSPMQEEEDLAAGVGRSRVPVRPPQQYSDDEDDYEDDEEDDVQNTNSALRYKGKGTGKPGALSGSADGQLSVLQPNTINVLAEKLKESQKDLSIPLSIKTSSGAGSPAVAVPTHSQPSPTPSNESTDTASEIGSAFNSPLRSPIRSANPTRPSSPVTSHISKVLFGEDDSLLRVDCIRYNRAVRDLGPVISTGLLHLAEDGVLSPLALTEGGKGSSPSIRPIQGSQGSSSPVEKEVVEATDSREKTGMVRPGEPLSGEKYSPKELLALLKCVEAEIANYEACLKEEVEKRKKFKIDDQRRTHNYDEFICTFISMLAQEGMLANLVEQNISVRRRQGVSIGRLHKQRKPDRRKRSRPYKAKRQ
Starred values were filed as active, the others as inactive; i = inactive; x = no result given; & = joins results of further samples.

Every second line gives: HePTP inh | BAP1 block
Cc1cccc(N(C)S(=O)(=O)c2ccc3c(c2)CCC(=O)N3)c1
    15.6 | 96.1
O=C(NCc1ccc(Cl)cc1)C(=O)Nc1cccc2ccccc12
    8.1 | x
CCOc1ccccc1N(CC(=O)NC1CCCC1)S(=O)(=O)c1ccccc1
    -16.5 | x
COC(=O)COc1ccc(/C=C2\C(=O)NC(=O)N(C)C2=O)cc1OC
    4.8 | x
O=C(CNCC1CCCO1)Nc1ccc(N2CCCCCC2)cc1 (stereo not drawn)
    4.9 | 113.8
O=C(Cc1ccc([N+](=O)[O-])cc1)Nc1ccc(F)cc1F
    -8.2 | x
CCCCNC(=S)NNC(=O)C12CC3CC(CC(C3)C1)C2
    11.8 | x
CC(C)C(=O)Nc1ccc(-c2nc3cccnc3o2)cc1
    7.6 | x
CCOc1ccc(NC(=O)c2cc(Cl)ccc2[N+](=O)[O-])cc1
    -16.4 | x
COc1nc(Nc2ccc3c(c2)OCO3)nc(OC)n1
    -1.6 | 93.8

(continued)
Every second line gives: HePTP inh | BAP1 block
Nn1c(SC/C=C/c2ccccc2)nnc1-c1ccncc1
    9.2 | 98.7
CCOC(=O)c1ccc(NC(=O)c2cccc([N+](=O)[O-])c2C)cc1
    10.7 | x
COCc1cc(=O)[nH]c(Nc2nc3ccc(C)cc3o2)n1
    3.0 | 82.8
CCN(CC)C(=O)CSc1nnc([C@@H](N)Cc2ccccc2)o1
    7.7 | 104.5
Cc1cc(Cl)ccc1OCCCC(=O)Nc1cccc2ccccc12
    x | 57.1
O/C(=C/c1nc2ccccc2nc1/C=C(/O)c1ccccc1)c1ccccc1
    -1.3 | x
O=C(Nc1cccnc1)c1ccc2c(c1)C(=O)N(Cc1cccnc1)C2=O
    -0.6 | 111.4
Cc1c(C(=O)O)oc2c1C(O)CCC2 (stereo not drawn)
    3.7 | 88.6
Cc1ccc(C2CC(C(F)(F)F)n3nc(C(=O)NCc4ccco4)cc3N2)cc1 (stereo not drawn)
    13.0 | 106.8
COC(=O)C1=CNC=C(C(=O)OC)C1c1ccc(C)cc1
    1.1 | i

More structures
Every second line gives: HePTP inh | BAP1 block
O=C(Cn1c(=O)oc2cc(S(=O)(=O)N3CCCCCC3)ccc21)NC1CCCCCCC1
    10.1 | 105.4
O=C(CSc1nc2ccccc2n1Cc1ccccc1)N/N=C/c1ccccc1Br
    -13.5 | x
O=C(NCCc1ccccc1)C1CCN(S(=O)(=O)N2CCC3(CC2)OCCO3)CC1
    13.4 | 109.7
COc1ccccc1OCCNC(=O)c1ccc(F)c2ccccc12
    0.4 | x
CCCC(C)NC(=O)c1ccc(Cl)c([N+](=O)[O-])c1 (stereo not drawn)
    -11.7 | x
COc1ccc(C(=O)N/C(=C\c2ccc(-c3cccc([N+](=O)[O-])c3)o2)C(=O)NCCN2CCOCC2)cc1
    6.3 | x
O=C1CSC(c2ccccn2)N1Cc1cn2ccccc2n1 (stereo not drawn)
    13.8 | 106.0
CCOC(=O)c1sc(NC(=O)CC(c2ccccc2)c2ccccc2)c(C(N)=O)c1C
    6.3 | x
O=[N+]([O-])c1ccc(N2CCN(S(=O)(=O)c3ccccc3)CC2)c2ncccc12
    x | 160.2
COC(=O)C1C(O)=C(C=NC2CCCCC2)C(=O)CC1(C)C (stereo not drawn)
    3.1 | 76.6

(continued)
Every second line gives: HePTP inh | BAP1 block
O=C/C(=C\Nc1ccc(Br)cn1)c1nc2cc(Cl)ccc2o1
    0.5 | x
CCOC(=O)C1(C)C=C(Nc2ccc(C)cc2)C(=O)N1c1ccc(C)cc1 (stereo not drawn)
    -1.4 | x
CC1CCCCN1S(=O)(=O)c1ccc2c(c1)CCN2C(=O)C1CCC1 (stereo not drawn)
    8.9 | 103.8
O=c1cc(-c2ccc(O)cc2)oc2cc(O)cc(O)c12
    x | 68.3
Cc1cc(NC(=O)CSc2nc3ccsc3c(=O)n2NC(=O)c2ccccc2)no1
    -6.1 | 96.7
O=C(Nc1cccc(Cl)c1)Nc1nnc(COc2ccc(F)cc2)s1
    -10.7 | x
Cc1ccc(NC(=O)COc2ccc(Br)cc2)c([N+](=O)[O-])c1
    -4.3 | x
O=C(O)c1ccc(C(=O)c2ccccc2)o1
    -2.7 | x
Cc1ccc(SC(C)c2nc(-c3ccncc3)no2)cc1 (stereo not drawn)
    3.8 | 85.9
Cc1cc(=O)oc2cc(OCC(=O)N3CCc4ccccc4C3)ccc12
    6.6 | x

Record cards, as listed above.
`O=c1cc(-c2ccc(O)cc2)oc2cc(O)cc(O)c12` is entered as HePTP inh = x; BAP1 block = 68.3
`Cc1cc(NC(=O)CSc2nc3ccsc3c(=O)n2NC(=O)c2ccccc2)no1` is entered as HePTP inh = -6.1; BAP1 block = 96.7

Later entries.
Every second line gives: HePTP inh | BAP1 block
CCC(NC(=O)Nc1ccc(O)cc1)(C(F)(F)F)C(F)(F)F
    5.2 | 105.3
CC1=C(C(=O)Nc2ccc(Br)cc2)C(c2ccccc2Br)NC(=O)N1 (stereo not drawn)
    2.9 | x
CCCn1nnc(NC(=O)c2ccco2)n1
    5.4 | 59.1
COc1cc(C2C(C(=O)OC3CCCC3)=C(C)NC3=C2C(=O)CCC3)cc(OC)c1O (stereo not drawn)
    x | 61.0
Cc1sc2nc(SCC(=O)NCCO)[nH]c(=O)c2c1C
    -13.9 | x
COc1ccccc1-n1c(=O)c2c3c(sc2n2c(SC(C)C)nnc12)CCC3
    1.9 | 132.6
CNCCCC1c2ccccc2C=Cc2ccccc21
    3.9 | 155.7&94.8
Cc1cc(=O)oc2c1ccc1oc(/C(=N\O)c3ccccc3)c(-c3ccccc3)c12
    4.7 | x
C/C(=C\COc1cc(=O)[nH]c2ccccc12)CCC1OC(C)(C)OC1(C)C (stereo not drawn)
    -12.0 | x
CCN(CCCNC(=O)c1c(C)cc(=O)oc1C)c1cccc(C)c1
    1.7 | 71.1

Next part:
Every second line gives: HePTP inh | BAP1 block
COC(=O)c1cc(C(=O)N2CCN(c3ccccc3OC)CC2)cc([N+](=O)[O-])c1
    -6.0 | x
C/C(=N/Nc1nc(-c2ccccc2)cs1)C(C)(C)C
    -12.7 | x
CC(C)OC(=O)C1C(=O)CC(C)(O)C(C(=O)OC(C)C)C1c1ccc(F)cc1 (stereo not drawn)
    7.9 | x
COC(=O)C1=C(C)NC2=C(C(=O)CC(c3ccc4c(c3)OCO4)C2)C1c1ccc(Br)cc1 (stereo not drawn)
    -2.0 | x
CC(C)N(C(=O)CSc1nc2ccccc2s1)c1ccccc1
    6.1 | x
CC1=CC(C)(C)N(C(=O)COc2nc3ccccc3s2)c2ccccc21
    -4.5 | x
CN1CCN(c2ncnc3c2[nH]c2ccc(F)cc23)CC1
    7.6 | 352.1
Cc1ccc(-c2ccc(/C=N/n3nnnc3N)o2)cc1Cl
    -1.3 | x
COC(=O)c1c(NC(=O)c2c(F)cccc2F)sc2c1CCC(C(C)(C)C)C2 (stereo not drawn)
    3.7 | x
N#CCCN1CCN(S(=O)(=O)c2ccc(S(=O)(=O)N3CCCC3)cc2)CC1
    -13.9 | 93.1

Carrying on:
Every second line gives: HePTP inh | BAP1 block
CCOC(=O)CSc1nc2c(c(=O)[nH]c(=O)n2C)n1CCc1ccccc1
    7.7 | 83.7
CC(C)OCCCNC(=O)C(=O)NCc1cccc(CNC(=O)C(=O)NCCCOC(C)C)c1
    2.3 | x
NC(=O)c1cccc(S(=O)(=O)N2CCOCC2)c1
    7.2 | x
CCOC(=O)C(NC(=O)c1ccc(OC)cc1)(N1CCOCC1)C(F)(F)F (stereo not drawn)
    -6.7 | 102.6
COc1ccc(-n2c(NN)nc3sc4c(c3c2=O)CCCC4)cc1
    7.5 | x
CCOc1ccc(NC(=O)CN(c2cc(C)cc(C)c2)S(=O)(=O)c2ccccc2)cc1
    -8.2 | x
CS(=O)(=O)N(CC(=O)N1CCCC1)c1ccc(Cl)cc1
    -8.5 | x
COc1cc(/C=N\NC(=O)COc2cccc(Cl)c2)ccc1OC(=O)c1cc(OC)c(OC)c(OC)c1
    -3.4 | x
COc1ccc(N=C2SCC(=O)N2c2ccc(OC)cc2)cc1
    4.9 | 99.6
CCn1c(=O)cc(SCC(=O)NCc2cccnc2)c2ccccc21
    4.7 | 105.3

The list goes on:
Every second line gives: HePTP inh | BAP1 block
CCOc1ccc(NC(=O)Nc2ccc3nccnc3c2)cc1
    1.1 | 78.5
N#CC(C#N)=CNc1ccc([N+](=O)[O-])cc1
    5.2 | x
Nc1ccc(N2CCOCC2)c(Cl)c1
    7.1 | 100.6
Cc1cc(NNC(=O)c2ccccc2O)c2cccc(C)c2n1
    5.3 | x
Cn1c(=O)c2c(nc(NCCc3ccccc3)n2CC(=O)NCCc2ccccc2)n(C)c1=O
    9.9 | 103.0
CC1CCCN(CCCNC(=O)c2coc3nc4ccccc4nc23)C1 (stereo not drawn)
    8.8 | 836.5
COc1cccc(/C=C2\SC(=S)N(NC(=O)c3cccc([N+](=O)[O-])c3)C2=O)c1
    -2.4 | x
Cc1sc2nc(-c3cc(Cl)ccc3O)[nH]c(=O)c2c1C
    4.9 | x
Cc1cc(=O)[nH]c2ccc(O)cc12
    x | 258.0
CC1CCCN(S(=O)(=O)c2ccc(S(=O)(=O)N3CCCN(Cc4ccccc4)C3)cc2)C1 (stereo not drawn)
    -0.6 | 64.9

Carrying on:
Every second line gives: HePTP inh | BAP1 block
CN(C)S(=O)(=O)c1cccc(C(=O)NCc2ccco2)c1
    6.9 | 109.6
CC(=O)NCC1OCCc2ccccc21 (stereo not drawn)
    7.5 | x
NCCCCCc1nnc(SCC(=O)Nc2cccc(Cl)c2)o1
    9.9 | 114.6
CCCSC1=N/C(=C\C=C\c2ccco2)C(=O)S1
    14.5 | 38.5*
Cc1ccc(F)cc1NC(=O)C(Cc1ccc([N+](=O)[O-])cc1)N1C(=O)c2ccccc2C1=O (stereo not drawn)
    x | 82.0
COc1ccc(NC(=O)Cn2nc(C(F)(F)F)c3c2CCCC3)c(OC)c1
    -2.2 | 81.5
COc1cccc(-n2c(Cc3cc(=O)[nH]c(=O)[nH]3)nnc2SCc2cccnc2)c1
    0.4 | 103.3
CCCCOc1ccc(NC(=O)c2ccc([N+](=O)[O-])cc2Cl)cc1
    x | 121.5
N#C/C(=C(/O)c1ccc([N+](=O)[O-])cc1)c1nc2ccccc2[nH]1
    -4.4 | x
CSc1ccccc1C(=O)O/N=C(\c1ccncc1)c1ccc([N+](=O)[O-])cc1
    2.4 | x

New compounds follow
Every second line gives: HePTP inh | BAP1 block
COCCn1nnnc1C(C(C)C)N(Cc1cccnc1)Cc1cc2cc(OC)ccc2[nH]c1=O (stereo not drawn)
    5.2 | 41.4*
NS(=O)(=O)c1ccc(NC(=S)Nc2ccc(F)cc2)cc1
    -3.2 | x
Cc1ccc(-c2csc(Nc3cccc(O)c3)n2)c(C)c1
    -12.2 | x
COc1cc(C2C(C(=O)c3ccc(C)o3)=C(O)C(=O)N2Cc2cccnc2)ccc1O (stereo not drawn)
    36.2 | 119.8
CCOC(=O)CSc1nnnn1-c1cc(OC)c(Cl)cc1OC
    1.2 | 97.5
O=c1oc2ccccc2cc1-c1nnc(Nc2ccc(Br)cc2)s1
    x | 135.3
O=C(CSc1nnc(Cn2c(=O)sc3ccccc32)n1-c1ccccc1)N1CCOCC1
    5.7 | 112.0
Brc1ccc2c(c1)c(-c1ccccc1)nc1nnnn12
    5.3 | x
CCCCN(CCCC)CCCCSc1ccc(O)cc1
    -4.3 | x
O=S(=O)(c1ccc(OCC(O)CN2CCN(c3ccccc3Cl)CC2)cc1)N1CCOCC1 (stereo not drawn)
    4.6 | 121.8

Later entries:
Every second line gives: HePTP inh | BAP1 block
COc1cc(CN2CCN(C(=O)CC(C)C)CC2)cc(OC)c1O
    3.5&-3.8 | 112.0
COc1ccc(C(=O)Nc2cccc(-c3nc4ccccc4s3)c2)cc1Br
    11.6 | x
CC(C)(C)NC(=O)C1N(c2cccnc2)C(=O)C2C(C(=O)Nc3ccccc3)C3(C)C=CC21O3 (stereo not drawn)
    8.0 | 103.1
CC(C)(C)C(=O)/C=C(O)\C(O)=C/C(=O)C(C)(C)C
    -14.3 | x
COCCCNC(=O)Cn1ncc2c(=O)oc3ccccc3c21
    -9.7 | 90.7
Cc1noc(C)c1C(=O)OCC(=O)Nc1ccccc1C(=O)NC(C)c1ccccc1 (stereo not drawn)
    5.1 | 107.9
O=C(c1ccc(S(=O)(=O)N2CCOCC2)cc1)N1CCN(c2cccc(Cl)c2)CC1
    0.1 | 114.1
COc1ccc(C2=NCC(CSc3nnc(-c4ccc5c(c4)OCO5)o3)S2)cc1 (stereo not drawn)
    10.2 | x
N#Cc1nc(COc2ccccc2F)oc1N1CCCCCC1
    -0.8 | 67.9
COc1ccc2c(c1)-c1c(sn(-c3cc(C)cc(C)c3)c1=S)C(C)(C)N2
    -1.2 | x

Following part:
Every second line gives: HePTP inh | BAP1 block
CCOc1cc(C=C2C(=O)NC(=O)NC2=O)ccc1OCCOCCOc1ccc(C)cc1
    3.5 | x
Cc1ccccc1-n1nc2c(c1NC(=O)c1ccc(S(=O)(=O)N(C)C)cc1)CSC2
    6.5 | 107.9
O=S(=O)(c1ccccc1)c1nc(Nc2ccccc2N2CCOCC2)sc1Cl
    0.8 | 57.8
COc1ccc(C2CC(C(F)(F)F)n3nc(C(=O)N4CCN(c5ccccc5)CC4)c(Cl)c3N2)cc1OC (stereo not drawn)
    5.2 | x
O=C(CC1NC(=O)NC1=O)NC1(C(=O)NC2CCCCC2)CCCCC1 (stereo not drawn)
    0.9 | x
Fc1ccc(NC(=S)N2CCCC2)cc1
    -0.8 | x
COc1cc(/C=C2/SC(=S)N(Cc3ccccc3)C2=O)ccc1OCC#N
    11.6 | x
COc1ccc(-c2cc(=O)n3[nH]c(-c4ccccc4)c(C)c3n2)cc1
    -9.2 | x
O=C(NCC(=O)N(CCc1ccccc1)C(C(=O)NC1CCCCC1)c1ccncc1)c1ccco1 (stereo not drawn)
    0.2 | 94.7
COc1ccccc1N=C(NOCc1ccc(Cl)cc1Cl)c1nonc1N
    -6.6 | x

High-throughput results deposited in PubChem by several laboratories.

Not a hit list; overall some 0.83% were active at least once.
